Source: PubChem
GPR55 antagonists: GPR55 antagonists blocking LPI-driven arrestin recruitment, primary screen, imaging, U2OS, beta-arrestin-GFP, LPI agonist (AID 2013) | 290,000 tested, 0.13% active | inhibition, % at 10 µM, or IC50 in µM where a hit was titrated | U2OS GPR55 beta-arrestin-GFP translocation imaging, LPI antagonism; higher % means a stronger effect;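 active = spots per cell inhibited over 60%, with over 100 cells counted and total cytoplasm intensity under 500,000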;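 also: U2OS cells stably carrying GPR55 and arrestin-GFP stimulated by 5 µM LPI near EC80; imaged beta-arrestin-GFP aggregate spots per cell after agonist stimulation; plate controls were LPI-stimulated DMSO wells for no effect and DMSO wells without LPI for full effect; some results filed as inactive read as strong as hits; confirmed hits need IC50 under 10 µM and bright autofluorescent wells are also inconclusive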
GPR55 beta-arrestin: GPR55 agonists via beta-arrestin recruitment, primary screen, imaging, U2OS cells, beta-arrestin-GFP redistribution (AID 1961) | activation, % at 10 µM, or EC50 in µM where a hit was titrated | U2OS GPR55 beta-arrestin-GFP redistribution imaging; higher % means a stronger effect | 290,000 tested, 0.048% active;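 active = activation above 40% with more than 50 cells counted in the well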;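 also: U2OS osteosarcoma cells stably expressing GPR55 and beta-arrestin-GFP; plate controls were DMSO negative control for no effect and LPI positive control for full effect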
GPR35 antagonists: GPR35 antagonists blocking zaprinast-driven arrestin recruitment, primary screen, imaging, U2OS, beta-arrestin-GFP, zaprinast agonist (AID 2058) | 290,000 tested, 0.052% active | U2OS GPR35 beta-arrestin-GFP translocation imaging, zaprinast antagonism; higher % means a stronger effect | one-dose inhibition, % at 10 µM; IC50 in µM for titrated hits;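 active = inhibition of at least 50% with at least 30 cells and total cytoplasm GFP at most 10,000,000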
KOR beta-arrestin-1: kappa opioid receptor activators – cell-based, luminescence, uHTS, primary screen (AID 1777) | KOR beta-arrestin recruitment, luminescence; higher % means a stronger effect | activation, % at 10 µM, or EC50 in µM where a hit was titrated | 280,000 tested, 0.02% active; in the data active = activation above about 50%, passing the limit was not always enough; also: a part of the inactive calls stands beside numbers as strong as those of hits
MgcRacGAP inhibition: MgcRacGAP GTPase-activating activity inhibitors, confirmation, biochemical, ADP Hunter fluorescence. MgcRacGAP-stimulated Rac1 GTP hydrolysis, ADP Hunter fluorescence; higher % means a stronger effect; GST-tagged Rac1 F28L mutant substrate. inhibition, % at 30 µM, or IC50 in µM where a hit was titrated. 340,000 tested, 0.6% active. AID 624330;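 active = first-screen hits whose inhibition reached a set limit at any dose in the follow-up dose series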;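 also: fluorescence reports GDP produced by GAP-driven GTP hydrolysis; strong numbers were not always called active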
NOD1 inhibition: inhibition of NOD1-driven NF-kB reporter – cell-based, luminescence, uHTS, primary screen (AID 1578) | NOD1-driven NF-kB luciferase reporter cells, luminescence; higher % means a stronger effect | inhibition, % at 4 µM, or EC50 in µM where a hit was titrated | 290,000 tested, 1% active; in the data active = inhibition mostly above about 36%, no sharp cut-off; inactive = mostly below about 34%;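 also: HEK-293T reporter cells stimulated with the NOD1 agonist gamma-tri-DAP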
KOR beta-arrestin-2: KOR antagonists, beta-arrestin recruitment, cell-based, luminescence, uHTS (AID 1778). inhibition, % at 10 µM; hits with a dose series show IC50 in µM. KOR beta-arrestin recruitment, luminescence, antagonist mode; higher % means a stronger effect. 290,000 tested, 0.091% active; in the data active = inhibition above about 50%; also: strong numbers were not always called active
K1F lysis inhibition: protection from phage-mediated lysis, alamar blue read-out – E. coli UTI89, K1F phage, bacterial capsule biogenesis inhibitors (AID 488966) | E. coli UTI89 K1F phage lysis, alamar blue, 2 h; higher % means a stronger effect | one-dose inhibition, % at 100 µM; IC50 in µM for titrated hits | 340,000 tested, 0.02% active;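 active = phage lysis inhibition, versus mean bacterial control, above a set limit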;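 also: capsule biogenesis inhibitors block K1F phage lysis so surviving cells raise fluorescence; higher fluorescence means more inhibition of phage lysis; actives were called in the ten point dose series up to 300 µM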
NTR1 ag: NTR1-driven beta-arrestin-GFP spot formation – imaging, U2OS cells, high content, primary screen (AID 493036) | P30989 | agonist mode | activation, % at 20 µM | 330,000 tested, 0.17% active;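 active = activation at or above 40% of the spot to cytoplasm intensity ratio, with at least 20 cells analyzed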;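 also: 0% = DMSO without peptide and 100% = 100 nM NTR1 peptide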
Target sequence (P30989 whole entry, looked up): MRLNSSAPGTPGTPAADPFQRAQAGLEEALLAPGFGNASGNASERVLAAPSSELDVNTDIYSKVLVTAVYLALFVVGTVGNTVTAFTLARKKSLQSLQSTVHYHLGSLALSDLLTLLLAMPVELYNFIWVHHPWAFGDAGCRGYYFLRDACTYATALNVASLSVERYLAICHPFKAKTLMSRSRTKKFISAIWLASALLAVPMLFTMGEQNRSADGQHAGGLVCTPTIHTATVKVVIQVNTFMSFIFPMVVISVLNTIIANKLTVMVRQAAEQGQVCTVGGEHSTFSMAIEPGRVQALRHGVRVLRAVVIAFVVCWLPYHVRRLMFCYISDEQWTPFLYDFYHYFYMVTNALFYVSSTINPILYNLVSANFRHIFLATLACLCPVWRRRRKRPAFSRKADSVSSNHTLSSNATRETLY
NTR1 ag cell count 20 µM: recorded beside NTR1 ag, whose call it bears; cell count; measured here: cell count, cytotoxicity flag
* marks the source's active call; other numbers are inactive results; x = not tested or not shown; [ ] = remark or other dose.

SMILES | GPR55 antagonists | GPR55 beta-arrestin | GPR35 antagonists | KOR beta-arrestin-1 | MgcRacGAP inhibition | NOD1 inhibition | KOR beta-arrestin-2 | K1F lysis inhibition | NTR1 ag | NTR1 ag cell count 20 µM
COc1cccc2c1O/C(=N\O)C(C(=O)Nc1cccc(C)c1C)C2 (stereo not given) | -2% | 0.3% | -10% | 3.7% | 13% | -15% | -13% | 1.3%[50 µM] | 1.1 | 63
COc1cccc(OCc2nnc(SCc3cc(=O)[nH]c4ccccc34)o2)c1 | 9% | -0.3% | 8% | -0.2% | 5% | 17% | -17%[20 µM] | 1.2% | -0.2 | 42
Cc1cc(C)c2c(CC(=O)O)c(C)[nH]c2c1 | 5% | 0.3% | 12% | x | 11% | -24% | -18%[20 µM] | 0.4% | -0.5 | 41
O=C(c1cc2c(cc1Br)OCCCO2)N1CCCCC1 | 6% | 0.4% | -6% | 6.7% | -1% | -6% | -10% | 0.4% | -0.9 | 59
O=C(NC(NC(=O)c1ccccc1)c1cccc([N+](=O)[O-])c1)c1ccccc1 | 9% | 0.4% | -3% | 0.2% | -1% | -8% | -4% | -0.6% | -1.1 | 70
NCC(O)(c1ccc(Cl)cc1)c1ccc(Cl)cc1 | 19% | 0.2% | -6% | 1.8% | 3% | -45% | -23%[20 µM] | 0.3% | -0.3 | 73
CCOc1ccccc1NC(=O)CN1CCC(NC(=O)c2ccccc2C)CC1 | 4% | 0.4% | -2% | 4.6% | 2% | 4% | -27% | 0.0% | -1.3 | 70
O=CN1CCN(C(=O)c2cccc([N+](=O)[O-])c2)CC1 | 3% | -0.3% | -12% | -0.8% | 12% | -32% | -18%[20 µM] | 0.1% | 1.0 | 64
CCCCS(=O)(=O)NC1=NCN(Cc2ccco2)CN1 | -2% | -0.1% | 4% | 7.4% | 1% | 1% | -12% | 0.0% | -1.2 | 103
CS(=O)(=O)Nc1ccc(C(=O)NCc2cccnc2)cc1 | -1% | 0.3% | -15% | 1.7% | 15% | -6% | 19% | 0.7% | -1.2 | 67
CCOC(=O)CN1C(=O)c2ccccc2C1=O | 10% | 0.4% | -15% | 0.5% | 5% | x | 19% | 0.2% | -0.8 | 82
O=c1c(-c2nn[nH]n2)coc2ccc(Cl)cc12 | 7% | -0.1% | -8% | -1.3% | 8% | -22% | -14%[20 µM] | 0.1% | 2.4 | 41
CC(=O)N1CCc2cc(Br)cc(S(=O)(=O)NCC3CCCO3)c21 (stereo not given) | 25% | -0.1% | -3% | -4.1% | 7% | -17% | 16% | 3.3% | 0.6 | 47
O=C(COc1ccc2c3c(c(=O)oc2c1)CCC3)NCc1ccncc1 | 0% | -0.1% | 2% | -1.7% | 8% | -13% | -10% | -0.1% | -0.4 | 71
O=C(NC1CC2CCCC(C1)N2C(=O)Nc1ccccc1F)C1CC1 (stereo not given) | 1% | -0.2% | 1% | -1.9% | 6% | -24% | -19% | 1.2% | 0.0 | 61
CCSc1nnc(NC(=O)CSc2nnc(Cc3cccn3C)n2-c2ccc(F)cc2)s1 | 22% | -0.2% | -2% | 0.6% | 3% | -4% | 12% | 3.3% | x | x
COc1ccc(OC)c(NC(=S)NCCCN2CCOCC2)c1 | 6% | -0.1% | 21% | -2.1% | 4% | -31% | 20% | 4.4% | -1.1 | 55
CCNC(=O)CSc1nc2cc(OC)c(OC)cc2c(=O)n1CCC1=CCCCC1 | 4% | -0.3% | -13% | -9.2% | x | -9% | -34% | x | x | x
N#CCC(=O)N/N=C/c1ccc(OCc2ccccc2)cc1 | 11% | -0.6% | -9% | -2.8% | 2% | -21% | 9% | 0.1% | 3.1 | 46
CC(C)C[C@@H](CO)N1CCN(CCc2ccccc2)CCC1=O | -12% | 0.0% | -2% | -4.0% | 4% | -16% | -3%[20 µM] | 0.1% | 1.4 | 59
O=S(=O)(c1ccc2ccccc2c1)N(CC(O)COCc1ccco1)c1ccccc1 (stereo not given) | 3% | -0.2% | -8% | 0.0% | 6% | -12% | -8% | 1.8% | 1.0 | 67
CC1CCN(C(=S)NC(=O)c2ccccc2Br)CC1 | 0% | -0.1% | -20% | 0.1% | 5% | -19% | -16% | 1.3% | 0.7 | 48
CCc1c(C(=O)NNC(=S)NCC2CCCO2)csc1C (stereo not given) | -7% | 0.4% | 17% | -3.5% | 10% | -10% | 5% | 2.7% | -0.5 | 58
O=[N+]([O-])c1cccc(N/N=C/c2ccc(N3CCOCC3)cc2)c1 | 11% | -0.1% | 10% | 0.3% | 23% | -96% | -4% | 0.3% | 27 | 36
Cc1[nH]c(C)c(S(=O)(=O)N2c3ccccc3CC2C)c1C(=O)N1CCCCC1 (stereo not given) | -4% | 0.2% | -12% | -2.1% | 5% | -26% | -28% | 0.1% | 0.5 | 64
SMILES | GPR55 antagonists | GPR55 beta-arrestin | GPR35 antagonists | KOR beta-arrestin-1 | MgcRacGAP inhibition | NOD1 inhibition | KOR beta-arrestin-2 | K1F lysis inhibition | NTR1 ag | NTR1 ag cell count 20 µM
Cc1ccc(C(=O)N/C(=C\c2cccc([N+](=O)[O-])c2)C(=O)OCN2C(=O)c3ccccc3C2=O)cc1 | 4% | -0.2% | -4% | 2.7% | -5% | -36% | -16% | -2.6% | 0.1 | 74
O=c1[nH]c([N+](=O)[O-])nn1C(c1ccccc1)c1ccccc1 | -2% | -0.1% | -11% | -4.5% | 6% | 6% | 9% | -0.2% | 0.0 | 43
Cc1noc(C)c1CSc1ccc2ccccc2n1 | -4% | 0.1% | 14% | 8.4% | 11% | -21% | 0% | 4.0% | 0.4 | 39
O=C1c2ccsc2SCCN1Cc1cccc(F)c1 | 9% | -0.1% | 6% | -3.9% | 10% | -4% | 22% | 0.1% | -0.9 | 103
c1cncc(C(c2nnnn2C2CCCCC2)N2CCCCC2)c1 (stereo not given) | 6% | -0.1% | 2% | x | 1% | -27% | 16%[20 µM] | -0.2% | 1.1 | 66
CN(CC(=O)Nn1cnnc1)S(=O)(=O)c1ccccc1 | 3% | -0.1% | -8% | -0.6% | 8% | -9% | -14% | 3.1% | 1.8 | 62
Cc1ccc(COc2ccc3c(c2)OCO3)cc1 | -17% | 1.0% | -3% | -4.0% | 6% | -62% | 16% | -0.7% | -0.8 | 31
COc1ccc(Nc2ncccc2C(=O)Nc2ccccc2)cc1 | -21% | 0.0% | 15% | -1.4% | 11% | 4% | 19% | 5.4% | -0.5 | 65
COc1ccc(CNC(=O)Cn2cccc2C(=O)c2ccccc2C)cc1 | 8% | -0.3% | 20% | -3.8% | x | -32% | -24% | -0.1% | -0.5 | 50
Nn1c(Nc2ccccc2)nc2sc3c(c2c1=O)CCCC3 | -14% | -0.1% | 9% | -3.4% | 1% | -39% | -28%[20 µM] | 0.1% | -0.8 | 51
O=C(NC1CCCC1)C1CCCN1C(=O)Nc1ccccc1 (stereo not given) | 16% | 0.2% | -10% | 0.2% | 4% | -1% | 18% | -0.7% | 0.6 | 74
COC(=O)C1=C(C)N(c2ccc(OC)c(OC)c2)C(=O)C1 | 0% | 0.2% | 9% | -0.4% | 0% | -30% | -2% | -0.1% | -0.2 | 52
COc1ccccc1N1CCN(c2cc(N3CCCC3)nc(C)n2)CC1 | 11% | 0.2% | 6% | 6.6% | 4% | 7% | -19% | 5.2% | 3.8 | 51
CN1CCN(c2ccc(NC(=O)c3ccc(Cl)cc3)cn2)CC1 | 1% | 0.0% | 14% | -2.3% | -3% | -46% | -3% | 0.6% | -1.0 | 55
COc1ccc(NC(=O)C2CCN(S(=O)(=O)c3c(C)nn(C)c3C)CC2)cc1 | 4% | -0.2% | 7% | -3.9% | -18% | -24% | -35% | -0.1% | 0.3 | 55
CCN(CC)C(=O)COc1cc(C)c(Cl)c(C)c1 | -4% | 0.6% | -12% | 1.8% | 6% | -44% | 9% | 0.3% | -1.0 | 46
O=C(O)c1cc(NN=C2CCN(Cc3ccccc3)CC2)ccc1Cl | -3% | -0.1% | 8% | 1.8% | 5% | -1% | -12% | 2.7%[50 µM] | 0.2 | 66
O=C(O)CC(O)C(=O)O (stereo not given) | -3% | 0.0% | 0% | 1.9% | 10% | 33% | -29% | 0.3% | 0.0 | 63
Cc1c2cnn(-c3ccccc3)c(=O)c2c(C)n1CCCC(=O)NCCN1CCN(C)CC1 | -8% | 0.0% | 2% | x | 7% | 3% | 12% | -0.2% | 0.4 | 53
CCN(CC)C(=O)Cn1cc(/C=C(\C#N)C(=O)NC2CC2)c2ccccc21 | 3% | 0.1% | -2% | 9.2% | 1% | -27% | -52%[20 µM] | -0.9% | 0.3 | 81
CCOC(=O)Cn1nnnc1C(CC)N(Cc1cccs1)Cc1cc2cc(C)ccc2[nH]c1=O (stereo not given) | -5% | -0.2% | 11% | -0.4% | 10% | -2% | 13% | 0.0% | 1.7 | 44
C/C(=N\NC(=O)c1cccc([N+](=O)[O-])c1)c1cccc(NC(=O)C2CC2)c1 | -3% | -0.1% | 3% | 6.6% | 14% | -41% | 2%[20 µM] | -0.2% | 1.1 | 83

Seven compounds already listed, sorted by molar mass, ascending.
SMILES | GPR55 antagonists | GPR55 beta-arrestin | GPR35 antagonists | KOR beta-arrestin-1 | MgcRacGAP inhibition | NOD1 inhibition | KOR beta-arrestin-2 | K1F lysis inhibition | NTR1 ag | NTR1 ag cell count 20 µM
NCC(O)(c1ccc(Cl)cc1)c1ccc(Cl)cc1 | 19% | 0.2% | -6% | 1.8% | 3% | -45% | -23%[20 µM] | 0.3% | -0.3 | 73
CN(CC(=O)Nn1cnnc1)S(=O)(=O)c1ccccc1 | 3% | -0.1% | -8% | -0.6% | 8% | -9% | -14% | 3.1% | 1.8 | 62
O=[N+]([O-])c1cccc(N/N=C/c2ccc(N3CCOCC3)cc2)c1 | 11% | -0.1% | 10% | 0.3% | 23% | -96% | -4% | 0.3% | 27 | 36
O=C(O)c1cc(NN=C2CCN(Cc3ccccc3)CC2)ccc1Cl | -3% | -0.1% | 8% | 1.8% | 5% | -1% | -12% | 2.7%[50 µM] | 0.2 | 66
CCN(CC)C(=O)Cn1cc(/C=C(\C#N)C(=O)NC2CC2)c2ccccc21 | 3% | 0.1% | -2% | 9.2% | 1% | -27% | -52%[20 µM] | -0.9% | 0.3 | 81
Cc1c2cnn(-c3ccccc3)c(=O)c2c(C)n1CCCC(=O)NCCN1CCN(C)CC1 | -8% | 0.0% | 2% | x | 7% | 3% | 12% | -0.2% | 0.4 | 53
CCSc1nnc(NC(=O)CSc2nnc(Cc3cccn3C)n2-c2ccc(F)cc2)s1 | 22% | -0.2% | -2% | 0.6% | 3% | -4% | 12% | 3.3% | x | x

A portion of the library; count on the stated rates, not on these rows.
